CHO-K1 Ca PAM: M1 PAM counterscreen hit in parental CHO-K1 cells. activation, % at 3 µM. 360,000 tested, 0.02% active. ATP EC20, Fluo-8 calcium fluorescence; 0% at ATP EC20, 100% at ATP max;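 active = activation above the run cutoff, the mean activation of all test compounds plus 3 SD, cut at about 40% in these data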;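 note: peak over basal fluorescence ratio in a 140 s read after ATP addition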
CHO-K1 Ca ag: M1 agonist counterscreen hit in parental CHO-K1 cells | Fluo-8 calcium fluorescence; scaled to maximal ATP response, vehicle zero | activation, % at 3 µM | 360,000 tested, 0.48% active | AID 602248; in the data active = activation above about 15%;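 note: untransfected CHO-K1 host cells lacking M1 receptor as counterscreen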
TAAR1 antag: antagonists of human TAAR1; 360,000 tested, 1.5% active; inhibition, % at 3 µM; CHO RD-HGA16 TAAR1, Fluo-8 calcium fluorescence, antagonist; AID 624466; Q96RJ0;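 active = inhibition above a per-plate cutoff, the mean inhibition of test compounds on that plate plus 3 SD, cut at about 49% in these data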;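 note: 0% = DMSO plus EC80 beta-PEA response and 100% = DMSO alone without agonist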
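System: CHO RD-HGA16 cells bearing hTAAR1. Reagent: EC80 β-phenethylamine stimulus. Schedule: seeding 17-24 h prior, 75-min 37 °C, 30-min RT dye loading. Signal: Fluo-8 intracellular calcium dye fluorescence, real-time kinetic reads. Read-out: % inhibition from peak post-agonist over basal fluorescence ratio. Benchmarks: vehicle wells and EC80 agonist wells. Replicates: n of 1.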
CHO parental Ca: counter-screen: ATP calcium response change in parental CHO cells; parental CHO-K1, ATP-induced calcium, Fluo-8 fluorescence; inhibition, % at 5.6 µM; 330,000 tested, 0.63% active;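 active = inhibition above that plate's mean sample inhibition plus 3 SD, cut at about 26% in these data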;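 note: 0% = ATP-challenged DMSO wells and 100% = DMSO wells without ATP; some compounds past the cut are filed as inactive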
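Test system: untransfected parental CHO cell line. Compound: one dose, 5.6 µM nominal. Detection: intracellular calcium via Fluo-8 no-wash fluorescent dye. Measure: % inhibition. Benchmarks: ATP-challenged DMSO wells low, unchallenged DMSO wells high.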
M1 antag: blocks human M1 muscarinic receptor; inhibition, % at 3 µM; P11229; 360,000 tested, 1.3% active; CHO-K1 hM1, Fluo-8 calcium fluorescence, ACh EC80 antagonist;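 active = percent inhibition above its own plate's cutoff, namely the mean of that plate's compound wells plus 3 SD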;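 note: peak over basal fluorescence ratio during 140 s after agonist addition; 0% = ACh EC80 plus DMSO and 100% = DMSO alone without agonist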
Target sequence (P11229 whole entry, looked up): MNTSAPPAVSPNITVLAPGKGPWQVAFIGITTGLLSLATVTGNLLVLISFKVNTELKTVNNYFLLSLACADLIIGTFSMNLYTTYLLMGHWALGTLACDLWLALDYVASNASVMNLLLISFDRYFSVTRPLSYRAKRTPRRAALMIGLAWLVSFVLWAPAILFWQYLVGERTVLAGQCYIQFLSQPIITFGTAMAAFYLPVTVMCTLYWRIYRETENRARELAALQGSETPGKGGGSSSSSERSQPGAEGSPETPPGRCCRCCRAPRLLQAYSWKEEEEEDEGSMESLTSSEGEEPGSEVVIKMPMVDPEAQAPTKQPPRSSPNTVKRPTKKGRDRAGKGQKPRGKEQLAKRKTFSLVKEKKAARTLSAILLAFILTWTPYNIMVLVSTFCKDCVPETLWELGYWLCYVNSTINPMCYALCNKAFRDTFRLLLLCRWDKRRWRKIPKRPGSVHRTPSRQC
TAAR1 ag: agonists of human TAAR1; Q96RJ0; CHO RD-HGA16 TAAR1, Fluo-8 calcium fluorescence; vehicle wells 0%, saturating PEA agonist 100%; activation, % at 3 µM; 360,000 tested, 0.99% active; AID 624467;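 active = activation above the mean activation of all test compounds in the run plus 3 SD, cut at about 38% in these data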
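System: CHO-derived RD-HGA16 cells with stable Gα16 and human TAAR1. Times: 17-24 h plating, Fluo-8 75 min 37 °C, 30 min RT. Measured by: calcium-sensitive Fluo-8 signal, excitation 470-495, emission 515-575 nm. Read-out basis: % activation relative to PEA EC100 response. Control set: DMSO and PEA EC100. Repeats: no replicates (n 1).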
CHO-K1 Ca antag: M1 antagonist counterscreen hit in parental CHO-K1 cells | 360,000 tested, 0.6% active | AID 602250 | inhibition, % at 3 µM | ATP-induced calcium, Fluo-8 fluorescence;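 active = inhibition above a per-plate cutoff, the plate's mean sample inhibition plus 3 SD, cut at about 24% in these data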;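 note: 0% = DMSO plus EC80 ATP and 100% = DMSO alone without ATP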
OXTR potentiate: potentiates the human oxytocin receptor response. 320,000 tested, 0.061% active. activation, % at 3 µM. CHO-OTR cells, Fluo-8 calcium fluorescence, potentiator mode; 0% = oxytocin EC15, 100% = EC100. P30559. AID 2445;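 active = activation above that plate's cutoff, the mean activation of tested compounds plus 3 SD, cut at about 6.6% in these data, passing the limit was not always enough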;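 note: 100% uses oxytocin at 75 nM as the full agonist control; some results filed as inactive read as strong as hits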
Target sequence (P30559 whole entry, looked up): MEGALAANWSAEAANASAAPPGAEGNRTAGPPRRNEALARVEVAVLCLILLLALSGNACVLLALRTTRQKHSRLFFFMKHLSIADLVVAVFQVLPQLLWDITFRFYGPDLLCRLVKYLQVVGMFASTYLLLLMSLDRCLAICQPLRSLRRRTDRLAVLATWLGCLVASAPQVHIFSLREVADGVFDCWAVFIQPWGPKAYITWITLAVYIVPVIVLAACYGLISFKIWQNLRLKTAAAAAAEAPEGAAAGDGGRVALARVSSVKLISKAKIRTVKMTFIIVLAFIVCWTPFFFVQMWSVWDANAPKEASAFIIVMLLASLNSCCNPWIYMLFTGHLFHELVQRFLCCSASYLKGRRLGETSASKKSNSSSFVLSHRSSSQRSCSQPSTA
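Material: human OTR in CHO cells. Compound: 3.0 µM, one dose. Timing: compound 6 min at room temperature before oxytocin, 100 s read. Evaluation: % activation of max/min ratio relative to oxytocin controls. Replication: single well per compound, singlicate. Signal: Fluo-8 calcium dye fluorescence.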
CHRM1 agonist: human M1 muscarinic receptor agonism | AID 588814 | activation, % at 3 µM | P11229 | 360,000 tested, 0.33% active | CHO-K1 hM1, Fluo-8 calcium fluorescence, agonist mode; 0% DMSO, 100% acetylcholine EC100;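 active = activation above the run's mean compound activation plus 3 SD, cut at about 16% in these data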;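 note: peak over basal fluorescence ratio within a 140 s kinetic read after compound addition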
* = called active by the depositor; · = no result given.

SMILES	CHO-K1 Ca PAM	CHO-K1 Ca ag	TAAR1 antag	CHO parental Ca	M1 antag	TAAR1 ag	CHO-K1 Ca antag	OXTR potentiate	CHRM1 agonist
COc1ccc(-c2nc(CSCC(=O)NC3CCCc4ccccc43)c(C)o2)cc1OC (configuration not stated)	19	2.4	10	-44	4	4	-16	-12	-4
Cc1cc(OCCCn2ccnc2)cc(C)c1Cl	15	3.5	4	-15	6	15	-10	-2	-6
Cc1ccc(C)c2[nH]c(=O)c(CCNC(=O)c3ccc(Br)o3)cc12	6	6.9	10	-22	1	8	-9	-4	-2
CC(=O)Nc1ccc(S(=O)(=O)NCCCCNS(=O)(=O)c2ccc(NC(C)=O)cc2)cc1	0	0.6	-6	1	-1	0	-10	4	-5
COc1cccc(CN(C)S(=O)(=O)c2ccc3c(c2)OCCO3)c1	-4	3.1	30	·	-1	2	-12	·	-4
COC(=O)c1ccc(NC(=O)CN2C(=O)CSC2=O)cc1	4	-0.2	5	10	2	10	5	-13	1
COc1ccc(NC(=O)Nc2cc(C)cc(C)c2)cn1	0	5.1	-6	-12	-8	5	-3	-2	1
CCOc1ccccc1C(=O)NC(C)c1ccc(-n2ccnc2)cc1 (configuration not stated)	2	2.7	16	-11	-2	0	-5	-3	-2
CC(=O)c1nn(-c2ccccc2)cc1C(=O)c1ccc(Br)cc1	12	0.1	12	40*	4	5	-1	-8	-6
Cn1c(=O)c2ccccc2n(CC(=O)NC2CCCC2)c1=O	16	1.5	-23	8	-12	0	-20	-6	0
O=S(=O)(c1ccc(-c2nnc(SCc3ccccc3)o2)cc1)N1CCCC1	19	0.9	-3	-14	-4	11	-3	2	-7
O=C(c1ccccc1O)N1CCOCC1	12	0.8	-26	0	-14	1	-7	-1	-2
Cc1ccccc1CC1SC(N)=NC1=O (configuration not stated)	-1	1.3	-21	-9	-12	8	3	-9	0
O=C(Nc1ccc(NC(=O)c2ccccc2Cl)nc1)c1ccncc1	5	1.8	0	-7	-5	3	-3	-12	-3
COc1ccc(CN(C)C(=O)[C@H]2O[C@@H](n3ccc(N)nc3=O)[C@H](O)[C@@H]2O)cc1OC	-8	0.1	-25	·	9	0	-3	·	-1
Cc1ccc(C(=O)Oc2cc(C)[nH]c(=O)c2[N+](=O)[O-])cc1	23	0.5	-14	-10	-2	2	-6	2	-4
CC1=C(C)N(C)[C@H](c2ccccc2Br)[C@H](O)C1=O	10	0.6	8	·	-9	0	-9	·	-3
CC(=O)Nc1c2c(nn1-c1ccccc1)CSC2	21	-0.3	2	0	-6	0	2	-9	-2
CN1CCN(c2nc3c(c(=O)[nH]c(=O)n3C)n2Cc2cccc(Br)c2)CC1	-9	-0.1	0	-14	-35	0	-8	-1	-8
O=C(CNC(=O)c1ccc(Cl)cc1)NCC(F)(F)F	3	0.5	-10	8	0	2	3	-1	-4
CCn1c(SCc2ccc(F)cc2)nc2c(c1=O)SCC2	13	0.9	-65	-14	3	4	-5	-4	-4
CCc1ccccc1N(C)S(=O)(=O)c1cc(-c2cc(C)no2)ccc1OC	3	2.5	-18	-19	0	-4	-17	-11	-3
COCCOC(=O)C1=C(C)NC2=C(C(=O)CC(C)(C)C2)C1c1cccnc1 (configuration not stated)	9	0.3	0	0	2	10	-12	-2	-4
Cc1ccccc1/C=N/n1c(COc2ccccc2)n[nH]c1=S	13	1.0	-6	·	1	0	-9	·	-4
Cc1nc2c(C)cccn2c(=O)c1NC(=O)c1cccc2ccccc12	8	0.8	11	-11	0	4	-5	-4	-2
Going on with the list.
SMILES	CHO-K1 Ca PAM	CHO-K1 Ca ag	TAAR1 antag	CHO parental Ca	M1 antag	TAAR1 ag	CHO-K1 Ca antag	OXTR potentiate	CHRM1 agonist
Cc1ccc(C(=O)COC(=O)c2cc(C)no2)c(C)c1	-24	0.7	5	·	5	0	12	·	-2
Cn1c(-n2c(CCCN3C(=O)c4ccccc4C3=O)nc3ccccc3c2=O)nc2ccccc21	19	1.5	-14	-13	-33	10	-16	-8	-3
CN(Cc1ccccc1F)C(=O)c1ccc2c(=O)n3c(nc2c1)CCC3	0	7.2	3	-20	-7	0	5	-5	-6
O=C(O)CCCC(=O)Nc1ccc(N=Nc2ccccc2)cc1	26	13	9	-4	4	8	-4	-9	-1
COc1ccc(OC)c(S(=O)(=O)Nc2cc(Cl)cc(Cl)c2)c1	16	0.7	0	-20	-19	12	-13	-13	0
CC(C)CC(=O)OCC(=O)Nc1ccccc1Sc1ccccc1	2	-0.3	-2	-2	-2	-2	-7	-8	-9
CCCNC(=O)c1ccc(CN2CCOCC2)cc1	8	0.3	-12	13	-6	2	-9	-5	-5
COc1cc(N2C(=O)CSC2=S)cc(OC)c1OC	-11	0.2	-8	-19	-6	2	-9	-6	-4
Cc1ccccc1Cn1cc(NC(=O)c2noc(C(C)C)c2[N+](=O)[O-])cn1	3	6.2	-5	-14	20	-3	-1	-5	0
Cc1cc(NC(=O)CSc2ncnc3ccccc23)no1	-4	-0.1	9	-9	-9	-1	3	1	4
CCOC(=O)N1CCN(c2nc3ccccc3nc2C(C#N)C(=O)NCCc2ccccc2)CC1 (configuration not stated)	0	-0.3	11	-15	5	3	3	0	-2
COc1ccc(NC(=S)N(CCCN2CCC(C)CC2)Cc2cccs2)cc1	9	1.5	-18	-17	0	2	-19	2	-6
Cc1ccc(C)c(N2CCN(C(=O)CCC(=O)Nc3nnc(CC(C)C)s3)CC2)c1	15	6.9	-9	-25	-8	1	-7	-3	-2
O=C(CN(c1cccc([N+](=O)[O-])c1)S(=O)(=O)c1ccccc1)NCc1ccccc1	9	2.8	12	-20	-3	11	-2	4	-5
Cc1ccc(NC(=O)CCc2ccc(C)o2)cc1	10	-0.1	-10	-9	-13	-1	-6	2	-6
COCCCn1c(=O)c2ccccc2n(CC(=O)Nc2ccc3c(c2)OCCO3)c1=O	1	0.1	-3	-1	3	0	-13	2	-3
COc1ccc(C(O)c2ncc(-c3ccccc3Cl)[nH]2)cc1F (configuration not stated)	1	2.4	-14	·	-11	12	-5	·	8
COC(OC)c1ccc(C#N)c(SCc2ccc(C)cc2)n1	3	0.1	-2	-17	-11	5	-10	-3	-4
O=[N+]([O-])c1ccccc1/C=N/n1c(C(F)(F)F)n[nH]c1=S	7	0.6	-10	2	-2	3	-7	-20	-2
Cc1cccc(C)c1NC(=O)c1nc(S(=O)(=O)Cc2ccccc2)ncc1Cl	-12	1.4	6	11	1	1	5	-12	-2
CCOc1ccc(/C=N/NC(=O)C(OC)c2ccccc2)cc1 (configuration not stated)	22	0.6	15	-12	2	2	-11	0	-3
CCOc1ccc(N=CNc2ccc(OCC)cc2)cc1	-31	1.2	11	-8	5	-1	-3	-8	0
Nc1nonc1N1CCCCC1	-4	0.0	4	4	14	14	4	1	-2
COc1cccc(NS(=O)(=O)c2cc(C)sc2C)c1	-6	-0.1	4	-9	-21	10	21	-16	0
CO/N=C/c1cn(-c2ccc(Cl)cc2)nn1	9	-0.7	-1	4	5	5	8	-2	-4
Next section:
SMILES	CHO-K1 Ca PAM	CHO-K1 Ca ag	TAAR1 antag	CHO parental Ca	M1 antag	TAAR1 ag	CHO-K1 Ca antag	OXTR potentiate	CHRM1 agonist
S=C(Nc1ccccc1Cl)N1CCN(Cc2ccccc2)CC1	14	0.2	0	-14	3	8	-7	-11	1
COc1ccc(N=Cc2c(OC)ccc3ccccc23)cc1	26	1.0	3	-8	-13	0	-27	0	-5
COC(=O)N1C(=O)[C@](c2ccccc2)(C(C)C)N1C(=O)OC	18	0.7	8	-7	-1	4	-8	1	-7
C/C(=N\NC(=O)CSc1nc2ccccc2c(=O)n1-c1ccccc1C)c1cccs1	3	0.2	-10	-18	-3	1	-9	-4	-1
CCCCN(CCCC)S(=O)(=O)c1ccc(OC)c2ncccc12	19	8.5	-24	-42	-28	6	2	-15	-1
O=C(COc1ccccc1Cl)Nc1ccc2oc(=O)ccc2c1	8	4.8	-4	-8	-6	0	0	-3	-4
Cc1ccc(S(=O)(=O)CC(C)N2CCN(C3CCCCC3)CC2)cc1 (configuration not stated)	8	0.3	0	-2	7	8	3	7	-5
CCCNC(=O)Nc1ccc(C(F)(F)F)cc1	7	4.0	4	-9	4	7	2	-12	-4
NS(=O)(=O)c1ccc(NC(=O)COC(=O)COc2cccc(C(F)(F)F)c2)cc1	3	0.3	7	1	-11	2	-4	-2	0
Cn1ncc([N+](=O)[O-])c1C(=O)NC1CCCCC1	15	-0.5	-16	-8	-1	1	-3	-4	-1
COc1ccc(-c2noc(CN(C)C(=O)Nc3ccccc3)n2)cc1	9	4.9	21	-11	-9	1	-10	-2	-5
CCCCOC(=O)C(NC(=O)c1ccccc1)=C(C)C	13	0.1	13	-12	-3	4	-13	1	-5
COc1ccc(NC(=O)Nc2cccc3c2O[C@H](CN(C)Cc2ccc(-c4ccccc4)cc2)[C@@H](C)CN([C@H](C)CO)C3=O)cc1	-20	-0.3	21	-17	5	9	13	-3	2
Cc1cc(C)cc(NC(=O)CN2CCC(NC(=O)Cc3ccccc3)CC2)c1	13	-0.1	-6	-9	-34	7	-20	1	2
COc1ccc(/C=N/NS(=O)(=O)c2ccc(F)cc2)cc1CN1CCSCC1	8	0.5	-8	-14	0	1	7	1	-5
Cc1ccc(NC(=O)NNC(=O)CN2C(=O)COc3ccccc32)cc1	-7	0.1	-2	-4	0	1	-5	0	2
O=S(=O)(NCc1cccnc1)c1ccc2c(c1)OCCO2	2	1.0	-3	-1	-2	9	-16	-6	-3
Cc1cc2ccccn2c1C(=O)c1ccccc1Br	6	-0.7	-15	-16	-9	-2	-22	-4	-2
COc1ccc(C(NC(=O)c2ccco2)c2ccc(OC)c(OC)c2)cc1OC	25	0.8	-14	-5	-20	8	-25	3	3
c1ccc(-c2csc3ncnc(NCCCN4CCOCC4)c23)cc1	2	3.3	0	-15	-4	2	-3	-4	-4
COCC(=O)Nc1ccc(S(=O)(=O)Nc2onc(C)c2C)cc1	4	2.1	-15	·	2	2	7	·	-1
O=C(Nc1ccccc1N1CCCC1)c1ccc(F)c(S(=O)(=O)N2CCOCC2)c1	-5	2.5	-5	-21	-11	3	-13	-10	-4

Gathered by group, those above containing a cyano group.
SMILES	CHO-K1 Ca PAM	CHO-K1 Ca ag	TAAR1 antag	CHO parental Ca	M1 antag	TAAR1 ag	CHO-K1 Ca antag	OXTR potentiate	CHRM1 agonist
CCOC(=O)N1CCN(c2nc3ccccc3nc2C(C#N)C(=O)NCCc2ccccc2)CC1 (configuration not stated)	0	-0.3	11	-15	5	3	3	0	-2
COC(OC)c1ccc(C#N)c(SCc2ccc(C)cc2)n1	3	0.1	-2	-17	-11	5	-10	-3	-4

Compound activity (PubChem)
